Casp7 inh: qHTS Assay for Allosteric/Competitive Inhibitors of Caspase-7; AID 889, 2007; Potency, µM (top dose mostly 57.5 µM), without a hit: at the top dose activity change, negative = inhibition, hits mostly inhibitors; P55210; 75,000 tested, 0.02% active; recombinant caspase-7, Ac-DEVD-AFC fluorescence rate; active means well fitted inhibition curve with a large enough effect in the main read-out, with a control signal flat, not every such curve was filed as active; inconclusive means small, poorly fitted or top-dose-only effect, or a change in a side signal; further: potency means the concentration at half of the fitted maximal effect; % of control where 0% means no effect
FLuc inh: qHTS Assay for Inhibitors of Firefly Luciferase; Luciferin 4-monooxygenase (Photinus pyralis), P08659; purified firefly luciferase, luminescence, 8 min; Potency, µM (top dose mostly 57.1 µM), inactives show top-dose activity change, negative = inhibition, hits mostly inhibitors; 72,000 tested, 2.2% active; AID 411, 2009; further: potency means the concentration at half of the fitted maximal effect; on the % scale 0 is the no-effect control and ±100 the full control effect; nearly all actives have a fitted effect of over 40% in size
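Here, luciferase activity is measured as luminescence following an 8 min room-temperature reaction at 10 uM ATP, pH 7.2. Every library sample is titrated.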
Fluorescein fluor: qHTS Assay for Spectroscopic Profiling in Fluorescein Spectral Region; Compound autofluorescence, 480/540 nm, fluorescein-equivalent; active compounds read high; max fluorescein-equivalent concentration, M; 59,000 tested, 0.91% active; in the data active means max fluorescein-equivalent concentration above about 10 nM; inconclusive means between about 1.1 nM and that limit
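Tris 100 mM pH 8.0; 15 min RT; CCD read, ex 480/em 540 nm. Output: fluorescein-equivalent concentration per compound concentration, from six-point dye series on each plate.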
4-MU autofl: qHTS Assay for Spectroscopic Profiling in 4-MU Spectral Region | max dye-equivalent concentration, M | 59,000 tested, 11% active | compound autofluorescence, 340/450 nm, 4-MU equivalents; active compounds read high; in the data active means max dye-equivalent concentration above about 10 nM; inconclusive means mostly about 1.1 nM to 9.6 nM
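Compounds in 100 mM Tris, pH 8.0, sat 15 min at room temperature before fluorescence was read at 340 nm excitation/450 nm emission; a per-plate six-point 4-MU standard curve converted signals to dye-equivalent concentration at each compound concentration.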
Rhodamine fluor: qHTS Assay for Spectroscopic Profiling in Rhodamine Spectral Region; AID 594, 2007; Rhodamine-region fluorescence, 547/598 nm, Tris buffer; active compounds read high; max dye-equivalent concentration, M; 59,000 tested, 0.05% active; in the data active means max dye-equivalent concentration above about 11 nM; inconclusive means between about 1.1 nM and that limit
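Intrinsic compound fluorescence, ex 547 / em 598 nm, CCD imager. Tris 100 mM pH 8.0; 15 min RT. Output = rhodamine dye-equivalent concentration at each compound concentration.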
Texas Red fluor: qHTS Assay for Spectroscopic Profiling in Texas Red Spectral Region. Compound fluorescence, Texas Red channel, 547/618 nm; active compounds read high. max dye-equivalent concentration, M. 59,000 tested, 0.06% active. AID 587, 2007; in the data active means max dye-equivalent concentration above about 10 nM; inconclusive means between about 1.1 nM and that limit
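Spectral interference profiling: each compound concentration's relative fluorescence, read with a 547 nm excitation and 618 nm emission filter pair, was normalized to a per-plate Texas Red standard curve.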
HEK293 cAMP ctrl: qHTS Assay for Agonists of the Thyroid Stimulating Hormone Receptor: Activators of Intracellular cAMP Concentrations in Parental HEK 293 | parental HEK293 CNG cAMP sensor, membrane potential fluorescence | Potency, µM (doses to about 57.1 µM), without a hit: at the highest dose activation, usual class: activators | 73,000 tested, 2.5% active; further: potency means the concentration at half of the fitted maximal effect; % of control where 0% means no effect; nearly all actives have a fitted effect of over 55% in size
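Parental HEK 293 cells stably expressing a cAMP-gated CNG channel were loaded with membrane potential dye containing 100 uM RO 20-1724 for 60 min. Compound added for 30 min; depolarization read as fluorescence intensity at 590 nm.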
A350 fluor: qHTS Assay for Spectroscopic Profiling in A350 Spectral Region | Compound autofluorescence, 340/450 nm, Alexa 350 dye-equivalents; active compounds read high | max dye-equivalent concentration, M | 59,000 tested, 11% active | AID 590, 2007; in the data active means max dye-equivalent concentration above about 10 nM; inconclusive means mostly about 1.1 nM to 9.6 nM
Tau fil binding: qHTS Assay for Tau Filament Binding. 71,000 tested, 2% active. recombinant tau filaments, thioflavin S fluorescence, 15 h; filaments grown with octadecylsulfate alongside compound. Microtubule-associated protein tau (Homo sapiens), P10636. Potency, µM (top dose mostly 57.1 µM), inactives show top-dose activity change, negative = inhibition;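 further: potency means the concentration at half of the fitted maximal effect; on the % scale 0 is the no-effect control and ±100 the full control effect; actives lower thioflavin S fluorescence by blocking filaments or displacing dye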
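Tau 2 uM in ThS buffer dispensed; compound added; 60 uM ODS added (finals 1 uM tau, 30 uM ODS); 15 h 37 C; fluor ex450/em510.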
Caspase-1 inhib: qHTS Assay for Allosteric/Competitive Inhibitors of Caspase-1; P29466; Caspase-1 enzyme, Ac-WEHD-AFC fluorogenic rate; Potency, µM (highest dose often 57.5 µM), for inactives: at the highest dose activity change, negative = inhibition, hits mostly inhibitors; 75,000 tested, 0.03% active; AID 900, 2007;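 further: potency means the concentration at half of the fitted maximal effect; plate controls were vehicle for no effect and no substrate for full effect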
ERK AVP block: qHTS Assay for Inhibitors of the ERK Signaling Pathway using a Homogeneous Screening Assay | HEK293-V1b, vasopressin-stimulated pERK AlphaScreen | Potency, µM (highest dose often 57.5 µM), without a hit: at the top dose activity, negative = inhibition, hits mostly inhibitors | 72,000 tested, 0.99% active | AID 995, 2007; further: potency means the concentration at half of the fitted maximal effect; on the % scale 0 is the no-effect control and ±100 the full control effect; nearly all actives have a fitted effect of over 55% in size
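HEK293 cells stably expressing V1b receptor, seeded overnight in 1% FBS, were treated with compounds for 30 min at 37C, then stimulated 5 min with 25 nM vasopressin; phospho-ERK read by AlphaScreen SureFire after lysis.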
* hit, by the source's call; i = inactive; ? = inconclusive; · = no result given; [ ] = another dose, or the depositor's remark. Unless noted, the call rests on the fitted dose curve; in most records, active means well fitted curve in the direction sought with a large enough effect; inconclusive means small, poorly fitted or top-dose-only effect, or another doubt; inactive means no such curve, though single readings can be large; an effect the other way counts as inactive or inconclusive. The list is partial, so the mix of outcomes need not match the whole.

Below each SMILES – Casp7 inh | FLuc inh | Fluorescein fluor | 4-MU autofl | Rhodamine fluor | Texas Red fluor | HEK293 cAMP ctrl | A350 fluor | Tau fil binding | Caspase-1 inhib | ERK AVP block
- O=C(Oc1cccnc1)c1cc2ccccc2oc1=O
 : 0% | -3% | ? | 8.2e-08M* | i | ? | 1% | 9.6e-08M* | -2% | 0% | -8%
- O=C(c1cn(CC(=O)N2CCCCC2)c2ccccc12)C1CC1
 : -1% | 3% | i | i | i | ? | 8% | i | -20% | -2% | 20%
- Cc1ccc(N(C(C)C(=O)N2CCCCC2)S(C)(=O)=O)cc1C (stereo not given)
 : 1% | 0% | i | i | i | ? | ? | i | 0% | 0% | -3%
- Cc1cccc(Cl)c1NC[C@H](O)CN1CCN(C)CC1
 : -1%[11.5 µM] | 2%[11.4 µM] | ? | i | i | i | 0%[11.4 µM] | i | 3%[11.4 µM] | 0%[11.5 µM] | -16%[11.5 µM]
- CCN(CC)C(=O)CSc1nc2ncc(Cl)cc2[nH]1
 : 2% | -5% | ? | i | i | ? | 6% | i | 10% | -1% | -9%
- C[C@@H](Cc1ccccc1)Nc1ncnc2c1ncn2[C@@H]1O[C@@H](CO)[C@H](O)[C@@H]1O
 : 1% | -2% | ? | i | i | i | 25µM* | i | -9% | 4% | 15%
- C[C@H](CCC(=O)NN)[C@@H]1CC[C@@H]2[C@H]3CC[C@H]4C[C@@H](O)CC[C@@]4(C)[C@@H]3CC[C@]21C
 : -3%[11.5 µM] | -1%[11.4 µM] | i | i | i | i | 13%[11.4 µM] | i | -3%[11.4 µM] | -1%[11.5 µM] | 18%[11.5 µM]
- CCc1cc(/C(Cc2ccc3ccccc3n2)=N\O)c(O)cc1O
 : -4% | 1% | i | i | i | i | -3% | i | -21% | -1% | -1%
- CCn1c(C)c(C(C)=O)c(N2CCN(c3ccccn3)CC2)nc1=S
 : 0% | 1% | i | i | i | i | 6% | i | -7% | -1% | -7%
- O=C(COC(=O)c1cccc(C(=O)OCC(=O)NC2CCCCC2)n1)NC1CCCCC1
 : -1% | -2% | ? | i | i | i | -5% | i | -9% | 1% | -17%
- Clc1ccc(-c2nnc3sc(-c4ccccn4)nn23)cc1
 : 0% | 3% | i | i | i | i | 4% | i | 1% | -3% | 10%
- COC(=O)C1=C(N)Oc2cc(C)n(Cc3cccnc3)c(=O)c2C1c1ccc(OC)c(OC)c1 (stereo not given)
 : -2% | 1% | i | ? | i | ? | 0% | ? | 7% | -3% | -14%
- CC(C)C[C@H](NC(=O)N1CCCCCC1)C(=O)N[C@H](Cc1cn(C)c2ccccc12)C(=O)N[C@H](Cc1ccccn1)C(=O)O
 : -1% | 3% | · | · | · | · | 6% | · | ? | 2% | 3%
- Cc1sc2ncn3cnnc3c2c1C
 : -1% | 2% | i | i | i | i | 5% | i | 4% | 1% | -28%
- CC(=O)c1cccc(NC(=O)NCc2ccccn2)c1
 : 1% | -17% | i | i | i | ? | -4% | i | -3% | 0% | -8%
- CCOC(=O)/C=C1\SCC(=O)N1CC(=O)Nc1ccccc1OC(F)F
 : 1%[0.00368 µM] | 4% | ? | i | i | ? | 5% | ? | 7% | 1% | 9%
- Cc1ccc(-n2nc(-c3ccc(N)cc3)cc2N)cc1
 : -4% | -1% | · | · | · | · | -6% | · | 7.9µM* | -4% | -25%
- CCCCNC(=O)CSc1nc2ccc(N3CCOCC3)cc2c(=O)n1CCc1ccccc1
 : -26% | 0% | i | 2.1e-08M* | i | i | 1% | 2.6e-08M* | -28% | ? | 17%
- O=C(NCCc1ccccc1)c1cccnc1N1CCCCCC1
 : 2% | 2% | i | i | i | i | ? | i | 14% | -1% | 11%
- Cc1ccc(Br)cc1S(=O)(=O)N1CCN(c2ccccc2)CC1
 : -3% | 4% | · | · | · | · | 20% | · | 13% | -3% | 2%
- Cn1c(C(=O)N2CCCC2)cc2c(=O)n(C)c3ccccc3c21
 : -1% | 6% | · | · | · | · | ? | · | 2% | 0% | -8%
- CN(CCCCCNC(=O)/C=N/O)Cc1ccccc1
 : · | 2%[25.5 µM] | ? | i | i | i | · | i | · | · | ·
- Cc1ccc(NCc2nnc(SCC(=O)Nc3cccc(O)c3)n2CC2CCCO2)c(C)c1 (stereo not given)
 : 2% | -5% | i | i | i | i | -7% | i | -4% | -1% | -22%
- Cc1nc(CSc2nc3[nH]ncc3c(=O)n2-c2ccccc2)cs1
 : -7% | -1% | i | i | i | ? | 29% | i | -4% | 0% | -7%
- COc1ccc(S(=O)(=O)N2CCN(S(=O)(=O)c3ccc(C(F)(F)F)cc3)CC2)cc1C
 : 6% | 3% | ? | i | i | i | -4% | ? | 11% | 0% | -4%
- O=C(NCCc1ccc(Cl)cc1)C1CC(=O)N(C2CCCCC2)C1 (stereo not given)
 : -2% | 1% | · | · | · | · | 22% | · | 4% | -5% | 2%
- COc1ccc2c(=O)c3c(=O)n(Cc4ccco4)c(C(C)C)nc3oc2c1
 : 0% | 0% | i | i | i | i | 12% | i | -26% | 1% | -4%
- NC[C@H](O)C1CCCCCCC1
 : 1% | 3% | i | i | i | ? | -1% | ? | 3% | -2% | 8%
- O=C(O)CCCCCNS(=O)(=O)c1c(Cl)cccc1Cl
 : 1% | 5% | i | i | i | i | 3% | i | 49% | 1% | 11%
- Cc1cccc(-n2nnnc2SCn2nnc3ccccc3c2=O)c1
 : 6% | 2% | ? | i | i | ? | 25µM* | i | -18% | 0% | 5%
- CCCc1ccc(C(=O)CCC(=O)O)cc1
 : 7% | 3% | ? | i | i | ? | 7% | i | 2% | 1% | 9%
- CC(=O)n1c2ccccc2c2nc(NC(C)C)sc21
 : -4% | ? | i | i | i | i | -13% | ? | 8% | -5% | -16%
- COc1ccc(N2CCN(c3nc4c(c(=O)[nH]c(=O)n4C)n3Cc3ccccc3Cl)CC2)cc1
 : -2% | -1% | · | · | · | · | 0% | · | 0% | 1% | ?
- O=C(c1ccco1)N1CCN(c2ncnc3sc4c(c23)CCC4)CC1
 : -1% | 2% | ? | ? | i | i | 12% | 1.2e-08M* | 11% | -3% | ?
- CCN(CC)c1ccc2c(C)c(-c3ccc(N)cc3)c(=O)oc2c1
 : · | ? | i | 1.2e-08M* | i | ? | · | 1.4e-08M* | · | · | ·
- COc1ccc(NC(=O)CN2c3cccc4cccc(c34)S2(=O)=O)cc1
 : 3% | 0% | i | 3.7e-08M* | i | i | -6% | 3.4e-08M* | -3% | -6% | 18%
- Cc1nc2c(C(=O)NCCc3ccccc3)c[nH]n2c(=O)c1Cl
 : -1% | 1% | i | i | i | ? | 21% | i | 12% | 0% | 21%
- CC(=O)NS(=O)(=O)c1ccc(NS(=O)(=O)c2ccc(F)cc2)cc1
 : -1% | -1% | i | i | i | i | 1% | i | 3% | -2% | -10%
- CCOC(=O)N1CCN(C(=O)CN(c2ccc(C)cc2)S(=O)(=O)c2c(C)noc2C)CC1
 : 3% | 1% | i | i | i | i | 6% | i | -10% | 5% | 6%
- O=S(=O)(NCc1csc(-c2ccccc2)n1)c1ccc(Cl)s1
 : -6% | 0% | · | · | · | · | 6% | · | 25% | -2% | ·
- O=C(c1c(F)c(F)c(F)c(F)c1F)N1CCN(c2cccc(C(F)(F)F)c2)CC1
 : -9% | -1% | i | i | i | i | ? | i | 2% | 1% | 4%
- O=C(NCc1ccco1)C1CCC(N2C(=O)c3ccccc3C2=O)CC1 (stereo not given)
 : 1% | 1% | · | · | · | · | 0%[11.4 µM] | · | 56%[11.4 µM] | 0% | -18%
- O=C(Nc1ccc(F)cc1)N1CCC(c2nc3c(nnn3Cc3cccc(Cl)c3)c(=O)[nH]2)CC1
 : ? | 1% | ? | i | i | i | -8% | i | 33% | -5% | ?
- COc1ccc(N2CCN(c3oc(-c4ccccc4OC)nc3C#N)CC2)cc1
 : -2% | 2% | ? | ? | i | i | 10% | i | -15% | -5% | ?
- O=C(O)Cn1cc2c(n1)CCCC2
 : 0% | 4% | i | i | i | i | 2% | i | 9% | 2% | 14%
- CCOC(=O)CSc1nnc(CNC(=O)c2cccs2)n1-c1cccc(C)c1
 : -1% | 2% | ? | i | i | ? | 9% | i | -1% | 4% | 5%
- COC(=O)Cn1c(CN2CCC(Cc3ccccc3)CC2)nc2c1c(=O)n(C)c(=O)n2C
 : 1% | -1% | i | i | i | i | ? | i | 2% | -2% | -26%
- CC1(C)CC(CCNC(=O)c2ccc(-n3cnnn3)cc2)CC(C)(C)N1
 : 1% | 2% | i | i | i | ? | 4% | i | 12% | 0% | 3%
- CC12CCCCC1c1ccccc1C(=NCC(=O)O)N2 (stereo not given)
 : 1% | 2% | i | i | i | i | 10% | i | -17% | -1% | ?
- NC(=O)CCCCC(=O)OCCCc1cccs1
 : 0% | 0% | i | i | i | ? | ? | i | -10% | -1% | -5%
- O=C1c2ccccc2C(=O)N1CSc1nnnn1-c1ccccc1
 : 1% | -3% | · | · | · | · | -18% | · | 4% | -1% | 11%
- Cn1cccc1Cc1nnc(SCC(=O)Nc2ccc3c(c2)OCCO3)n1CCc1ccccc1
 : -7% | -1% | · | · | · | · | 3% | · | 27% | -1% | ?
- CC(=O)NCCn1c(SCc2ccccc2F)nc2ccccc2c1=O
 : 0% | 0% | i | i | i | ? | 22% | i | 8% | 4% | -25%
